Screening results: PubChem BioAssay, National Center for Advancing Translational Sciences (NCATS)
S-ASM inh – inhibitors of human secretory acid sphingomyelinase; P17405; AID 504937; placental ASM, HMU-PC fluorogenic substrate, 60 min; Potency, µM (titrated, usually from 57.5 µM), for the others: top-dose activity change, negative = inhibition, actives largely listed as inhibitors; actives 0.006% (n = 340,000); note: potency is the fitted concentration of half-maximal effect
Target sequence (P17405 47-631 limits assumed): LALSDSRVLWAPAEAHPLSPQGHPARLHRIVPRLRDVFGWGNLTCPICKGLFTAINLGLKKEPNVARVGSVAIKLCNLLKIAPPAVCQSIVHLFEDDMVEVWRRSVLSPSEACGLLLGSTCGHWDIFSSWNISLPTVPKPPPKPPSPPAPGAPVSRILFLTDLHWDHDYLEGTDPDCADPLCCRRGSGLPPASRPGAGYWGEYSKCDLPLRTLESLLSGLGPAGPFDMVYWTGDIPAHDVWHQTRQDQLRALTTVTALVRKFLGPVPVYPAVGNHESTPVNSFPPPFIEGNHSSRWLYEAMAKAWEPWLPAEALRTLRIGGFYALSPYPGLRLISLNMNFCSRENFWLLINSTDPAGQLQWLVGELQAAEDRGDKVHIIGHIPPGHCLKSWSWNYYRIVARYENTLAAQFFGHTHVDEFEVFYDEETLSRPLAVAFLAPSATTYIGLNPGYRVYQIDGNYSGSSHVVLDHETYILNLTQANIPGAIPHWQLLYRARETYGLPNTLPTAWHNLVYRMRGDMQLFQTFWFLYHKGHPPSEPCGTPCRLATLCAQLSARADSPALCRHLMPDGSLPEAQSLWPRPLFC
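Human placenta-derived ASM enzyme was preincubated with compound for 10 minutes at room temperature, then given fluorogenic substrate HMU-PC0 (9 uM final) for 60 minutes at 37 °C; a pH 10 stop preceded fluorescence reading at Ex 386/Em 447 nm.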
TCR act – activates T cell receptor signaling; primary human leukocytes, anti-CD3, IL-2 HTRF, 48 h; Potency, µM (highest dose often 9.22 µM), without a hit: at the top dose activation of IL-2 secretion, actives largely listed as activators; 330,000 tested, under 10 active; AID 504894; note: % of control where 0% means no effect
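Primary human leukocytes were stimulated with a-CD3 beads plus compounds for 48 hr without co-stimulation; secreted IL-2 was quantified by HTRF using a-IL-2-K (europium cryptate) and a-IL-2-d2, excited at 320nm with acceptor emission read at 665nm.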
Integrin act MD – integrin-mediated muscular dystrophy alleviation activation | actives 0.064% (n = 350,000) | Potency, µM (titrated, usually from 38.3 µM), for the others: at the highest dose activation, most hits filed as activators | AID 624291 | alpha7betagal myoblasts, beta-gal FDG fluorescence, 48 h;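 note: potency is the fitted concentration of half-maximal effect; 100% = response of the positive control SU9516; nearly all actives have a fitted effect of over 60% in size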
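alpha7betagal+/- myoblasts (passage 13, 250/well) treated 48 h at 37C with compounds at 1:260 dilution of DMSO stock. Lysed, then beta-galactosidase activity read as FDG fluorescence (ex 480/em 540) after 30 min, with pre-read for autofluorescence.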
TSG101-PTAP inh – blocks PTAP/TSG101 interaction to inhibit HIV-1 budding; Fluorescence polarization, FITC-PTAP peptide / Tsg101 binding; AID 493005; Q99816; Potency, µM (top dose mostly 115 µM), inactives show at the highest dose activity change, negative = inhibition, actives largely listed as inhibitors; 340,000 tested, under 10 active; active = well fitted inhibition curve with a large enough effect in the main read-out, with a control signal flat, not every such curve was filed as active; inconclusive = small, poorly fitted or top-dose-only effect, or effect the other way, or a change in a side signal; inactive = no such curve, though single readings can be large or run the other way; note: potency is the fitted concentration of half-maximal effect; % of control where 0% means no effect
Target sequence (Q99816 whole entry, looked up): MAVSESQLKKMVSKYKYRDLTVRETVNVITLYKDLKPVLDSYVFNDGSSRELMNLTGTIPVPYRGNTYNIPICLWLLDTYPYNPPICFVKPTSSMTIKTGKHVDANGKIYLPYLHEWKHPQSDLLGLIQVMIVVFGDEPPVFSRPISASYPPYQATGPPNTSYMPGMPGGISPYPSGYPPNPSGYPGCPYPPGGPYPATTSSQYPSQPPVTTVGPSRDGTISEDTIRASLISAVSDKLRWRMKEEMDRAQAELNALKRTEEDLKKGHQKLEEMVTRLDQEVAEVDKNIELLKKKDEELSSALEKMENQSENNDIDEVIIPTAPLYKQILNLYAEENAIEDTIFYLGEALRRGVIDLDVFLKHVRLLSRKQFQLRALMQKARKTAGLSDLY
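Fluorescence anisotropy tracks displacement of a FITC-tagged PTAP peptide (50 nM) from the Tsg101 binding domain (10 uM), following a 20 min room-temperature incubation at pH 7.5.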
Active calls of the source: *; ? = inconclusive; [ ] = another dose, or the depositor's remark. Unless noted, calls come from the whole dose curve; as a rule, active = well fitted curve in the direction sought with a large enough effect; inconclusive = small, poorly fitted or top-dose-only effect, or another doubt; inactive = no such curve, though single readings can be large; an effect the other way counts as inactive or inconclusive.

SMILES | S-ASM inh | TCR act | Integrin act MD | TSG101-PTAP inh
COC(=O)[C@@H]1[C@@H](C)N(Cc2ccccc2)C(=O)N[C@H]1c1ccccc1 | 1.3% | 3.4% | -6.1% | -4.9%
c1ccc(Cc2nnc3sc(-c4ccc5c(c4)OCO5)nn23)cc1 | 0.5% | -1.3% | 8.5% | -3.8%
O=C1Nc2ccccc2C1=NN1CCCCCC1 | -5.6% | -1.8% | -13.4% | 1.0%
CSc1nc(NCCN(C)C)c2sc3nc(-c4ccco4)c4c(c3c2n1)CCC4 | 3.6% | -6.3% | -35.7% | -1.6%
Cc1cc(C=O)sc1[B-](F)(F)F | -1.3% | -6.4% | 7.1% | -0.8%
O=C1N[C@@H](c2ccccc2)COC(=O)[C@H](Cc2ccc(F)cc2)C/C=C\C[C@H]1CC(=O)N(CCO)Cc1ccccc1 | -0.9% | 3.2% | 20.8% | -2.5%
O=C(Nc1ccccc1-c1nnn(CC(=O)N2CCCc3ccccc32)n1)c1cccc(Cl)c1 | -1.3% | -7.4% | -4.7% | -0.6%
c1ccc2nc3c(ccc4ccccc43)cc2c1 | 330.1%[activator] | 7.0% | -25.8% | -4.1%
NC(=S)NN=C1CCC2(CCCCC2)CC1 | -0.7% | 2.9% | 16.0% | -4.2%
CCOC(=O)c1c(NC(=O)CSc2nnc(-c3ccncc3)n2Cc2ccco2)sc(C(C)=O)c1C | -0.8% | -1.6% | 3.8% | -0.6%
O=c1[nH]c(=S)ccn1C1OC(CO)C(O)C1O (centres undefined) | -2.8% | 1.7% | -5.9% | -0.1%
COc1ccccc1N1CCN(CCCN2CC(=O)N3CCCCC3C2=O)CC1 (centres undefined) | 0.8% | -5.2% | 7.1% | -3.7%
Cc1nc2c(cnn2CCO)c(=O)[nH]1 | 6.2% | -0.9% | 18.8% | -4.5%
COc1ccc(OC)c(N(CC(=O)Nc2cccc3ccccc23)S(C)(=O)=O)c1 | 6.3% | -11.2% | -26.6% | -1.7%
Cc1ccc(Cn2c(C3CCCN3c3nc(-c4ccc(F)cc4)cs3)nc3cc(Cl)c(Cl)cc32)cc1 (centres undefined) | -1.2% | 11.4% | 13.6% | -2.5%
CC1=CC(C)(C)NC(=S)N1CCO | 2.5% | 5.6% | -2.7% | -6.6%
O=C(Nc1ccn(CCCNCc2ccc3c(c2)OCO3)c(=O)n1)OCc1ccccc1 | -7.4% | -2.4% | 34.7% | 0.7%
CC1C=CC=CC=CC=CC=CC=CC=CC(OC2OC(C)C(O)C(N)C2O)CC2OC(O)(CC(O)CC(O)C(O)CCC(O)CC(O)CC(=O)OC(C)C(C)C1O)CC(O)C2C(=O)O (centres undefined) | -25.6% | 12.1% | -2.0% | 5.7%
O=C(c1ccc2c(c1)C(=O)N(c1ccc(Cl)cc1)C2=O)N1CCN(c2ccccn2)CC1 | -1.6% | -0.6% | 2.1% | -6.4%
O=C(Nc1ccccc1Sc1ccccc1)c1ccccc1F | -9.9% | 0.2% | 19.4% | -1.6%
Cc1cc(C)c(S(=O)(=O)Oc2ccccc2[N+](=O)[O-])c(C)c1 | -2.8% | 2.3% | -37.3% | -4.2%
COc1ccccc1CC(=O)N1CCN(c2ccc(F)cc2)CC1 | -4.4% | 1.6% | -15.1% | 0.4%
Cc1c(C(c2cc(O)ccc2O)c2c(C)n(C)n(-c3ccccc3)c2=O)c(=O)n(-c2ccccc2)n1C | 3.5% | 3.5% | 22.8% | 0.3%
Cc1nc(-c2ccccc2)nn1-c1ccc([N+](=O)[O-])cc1 | -3.5% | 2.1% | 13.7% | 0.3%
COc1ccc(OC(C)C(=O)NC2CCCCCC2)cc1 (centres undefined) | 3.5% | -5.8% | -9.5% | -0.7%

Overlap with the part before: 4 compounds, followed by the next part.
SMILES | S-ASM inh | TCR act | Integrin act MD | TSG101-PTAP inh
COc1ccccc1CC(=O)N1CCN(c2ccc(F)cc2)CC1 | -4.4% | 1.6% | -15.1% | 0.4%
Cc1c(C(c2cc(O)ccc2O)c2c(C)n(C)n(-c3ccccc3)c2=O)c(=O)n(-c2ccccc2)n1C | 3.5% | 3.5% | 22.8% | 0.3%
Cc1nc(-c2ccccc2)nn1-c1ccc([N+](=O)[O-])cc1 | -3.5% | 2.1% | 13.7% | 0.3%
COc1ccc(OC(C)C(=O)NC2CCCCCC2)cc1 (centres undefined) | 3.5% | -5.8% | -9.5% | -0.7%
N#CC1(Nc2ccc(S(N)(=O)=O)cc2)CCCC1 | 0.8% | 1.6% | 13.1% | -1.0%
O=c1[nH]nc(SC2CCCCC2)c(=O)[nH]1 | 5.2% | 5.7% | 22.9% | -2.8%
CCN(c1ccccc1)S(=O)(=O)c1cc(C(=O)NCC(c2ccc(OC)cc2)N(C)C)ccc1C (centres undefined) | 6.6% | 0.5% | -71.6%[inhibitor] | 1.0%
Cc1ccc(-c2csc(NCCc3nc4cc(Cl)c(Cl)cc4n3CCOCCO)n2)cc1 | -16.9% | -1.1% | 14.9% | -3.4%
Cn1c(=O)c2[nH]c(CCC3CCCC3)nc2n(C)c1=O | 4.4% | -4.7% | 27.3% | -4.0%
Cc1ccc(S(=O)(=O)N(CC(=O)NCCSCc2ccco2)c2cc(C)ccc2C)cc1 | -0.2% | -6.3% | -9.5% | 2.0%
Cn1c(=O)c2c(nc(CN3CCc4ccccc4C3)n2Cc2ccc(F)cc2)n(C)c1=O | 4.1% | 5.5% | -0.4% | 1.5%
Nc1ccc2[nH]c(=S)sc2c1 | 8.8% | 6.5% | 4.7% | 6.0%
Nc1ccc(S(=O)(=O)c2ccc(NC(=O)c3cccnc3)cc2)cc1 | 4.9% | -0.9% | 5.2% | -12.2%
COc1ccccc1C1=CC(=O)CCC1 | 4.7% | 0.4% | 27.8% | 0.9%
O=C(Cc1ccc(S(=O)(=O)N2CCOCC2)s1)N1CCN(S(=O)(=O)c2ccccc2[N+](=O)[O-])CC1 | -1.7% | 11.5% | -24.3% | -5.3%
CCC1(CC)C(=O)NC(=O)NC1=S | -0.2% | -0.4% | 1.9% | 1.9%
O=C(CCN1CCCCC1)N1CCc2c([nH]c3ccccc23)C1c1cccnc1 (centres undefined) | -1.2% | -5.4% | -13.5% | -0.6%
CN(C)C(=S)N=c1ssc(=S)n1Cc1ccccc1 | -6.8% | 1.4% | -47.2%[inhibitor] | -4.3%
COc1ccc(OC)c(C(=O)C(=O)c2cc(OC)ccc2OC)c1 | -2.9% | 11.0% | -18.8% | 7.0%
CCC(=O)c1ccc(OCC(=O)OC(C)C(=O)Nc2c(C)n(C)n(-c3ccccc3)c2=O)cc1 (centres undefined) | 8.0% | -0.3% | 34.1% | -3.0%
Brc1cnc2ccccc2c1N1CCCCC1 | -4.6% | -2.9% | 4.1% | -4.4%
COc1c(Cl)cc(Cl)cc1C(=O)Nc1ccccc1N1CCN(C(C)=O)CC1 | 6.4% | -4.1% | -23.7% | -2.9%
Cn1c(=O)c2c(nc(CN3CCN(c4ccccc4)CC3)n2CCc2ccccc2)n(C)c1=O | ? | -2.4% | 7.0% | 0.2%
COc1ccccc1NC(=O)c1oc2ccccc2c1NC(=O)c1cc(OC)c(OC)c(OC)c1 | 96.8%[activator] | -13.3% | 19.6% | -1.7%
O=C(Cc1ccc(NC(=O)C2CCCN(C(=O)C3CCC3)C2)cc1)Nc1cccc(C(=O)N2CCCCC2)c1 (centres undefined) | 4.8% | 0.4% | 4.9% | 2.0%
CC(C)(C(=O)c1ccccc1)/[N+]([O-])=C/c1ccccc1 | -1.8% | 8.9% | 14.3% | -6.4%
C#CCOCCOCCOCCNc1nc(N2CCN(C(=O)Cn3cc(CCCCN)nn3)CC2)nc(N2CCN(C(=O)[C@H](Cc3ccc(O)cc3)n3cc(CCO)nn3)CC2)n1 | -5.9% | -2.8% | -0.6% | -5.8%
O=C(O)c1cccc(C(=O)c2cccc3ccccc23)c1 | -3.0% | 7.1% | 2.6% | -4.6%
O=[N+]([O-])c1ccc(NC2CCCCC2)nc1 | -4.8% | -1.4% | 4.6% | -3.7%

Sorted by number of heavy atoms (rising): some entries from above.
SMILES | S-ASM inh | TCR act | Integrin act MD | TSG101-PTAP inh
Nc1ccc2[nH]c(=S)sc2c1 | 8.8% | 6.5% | 4.7% | 6.0%
CC(C)(C(=O)c1ccccc1)/[N+]([O-])=C/c1ccccc1 | -1.8% | 8.9% | 14.3% | -6.4%
Cn1c(=O)c2c(nc(CN3CCN(c4ccccc4)CC3)n2CCc2ccccc2)n(C)c1=O | ? | -2.4% | 7.0% | 0.2%

Next compounds:
SMILES | S-ASM inh | TCR act | Integrin act MD | TSG101-PTAP inh
O=C(Nc1ccc(-c2nnc(-c3ccccc3)o2)cc1)c1ccc(Br)o1 | -1.4% | 1.8% | -0.4% | -2.6%
Cc1ccc(S(=O)(=O)NN=C2C(=O)C3CCC2C3Cl)cc1 (centres undefined) | 5.1% | -2.0% | -6.2% | -7.7%
O=C1c2c(Cl)c(Cl)c(Cl)c(Cl)c2C(=O)N1c1nccs1 | -0.4% | -0.9% | 16.9% | -6.1%
CN(C)c1ccc(N2[C@@H](CC(=O)O)c3cc(C(F)(F)F)ccc3S2(=O)=O)cc1 | -1.1% | 2.4% | 11.8% | -0.6%
O=C1NC2c3c(Cl)sc(Cl)c3C(=O)C2O1 (centres undefined) | -1.5% | 8.1% | -57.7%[inhibitor] | -3.3%
O=c1[nH]c(=O)c2[nH]c(=S)[nH]c2[nH]1 | 98.6%[activator] | 2.4% | 0.0% | -2.3%
Cc1cc(C)c(CN2CCN(CCCn3ccc(NC(=O)OCc4ccccc4)nc3=O)CC2)c(C)c1 | 0.1% | -4.3% | 3.3% | -6.1%
O=C(CN(C1CCCCC1)S(=O)(=O)c1ccc(F)cc1)NCC1CCCO1 (centres undefined) | -14.2% | 5.0% | -74.2%[inhibitor] | -0.3%
CCOc1cc(C=NN2CCCCCC2)ccc1O | -1.3% | 1.7% | -34.9% | -0.7%
Cc1ccc(S(=O)(=O)N2CCN(C(=O)COC(=O)/C=C/c3ccc(Cl)cc3)CC2)c(C)c1 | -2.0% | 5.2% | -0.3% | -0.5%
Cc1cn(C2CC(O)C(CO)O2)c(=O)n(CCCc2ccccc2)c1=O (centres undefined) | 5.5% | -8.3% | -14.9% | -1.8%
Cn1c(-c2ccccc2Br)n[nH]c1=S | 0.9% | -0.1% | -5.3% | -4.4%
O=C(NCC(=O)N(Cc1ccco1)C(C(=O)NC1CCCC1)c1cccnc1)c1ccco1 (centres undefined) | 3.9% | 1.1% | -12.5% | 0.6%
CCCCCCCCN1[C@@H](CC(=O)O)c2cc(F)ccc2S1(=O)=O | 7.5% | 1.2% | -0.9% | -0.5%
Cc1ccc(OCCC(=O)Nc2cc(S(=O)(=O)N3CCOCC3)ccc2N2CCCC2)cc1 | -3.5% | 7.4% | 21.4% | -7.4%
COCCn1nnnc1CN(CCc1ccccc1)Cc1cc2cc(OC)ccc2[nH]c1=O | 55.9%[activator] | 4.6% | 11.3% | -1.9%
CC(C)C[C@@H](CNCC(=O)[C@H](C)NC(=O)c1[nH]cnc1C(=O)N[C@@H](C)CN)NC(=O)c1nc[nH]c1C(=O)N[C@@H](C)C(=O)O | 5.9% | -3.6% | 15.4% | -3.4%
Cc1c(NC(=S)NC(=O)c2ccccc2)c(=O)n(-c2ccccc2)n1C | 2.2% | 7.0% | 21.8% | -0.1%
CC1CN(c2nc3ccccc3nc2SCC(=O)Nc2cccc(C(F)(F)F)c2)CC(C)O1 (centres undefined) | -2.3% | -0.9% | -46.6%[inhibitor] | -4.1%
Cc1cc(OCc2nc(N)nc(N)c2-c2ccc(Cl)c(Cl)c2)ccc1[N+](=O)[O-] | -23.2% | 8.1% | -41.5% | 1.2%
CSc1nnc(Cn2c(=O)sc3ccccc32)n1-c1ccccc1C | 1.8% | -1.1% | -1.8% | 0.2%
CCOc1cc(C(=O)Nc2ccc(S(=O)(=O)Nc3cnc4ccccc4n3)cc2)cc(OCC)c1OCC | 38.2% | -3.1% | 26.4% | -0.6%
Cc1c(NC(=O)CC2CC(C)OC2=O)c(=O)n(-c2ccccc2)n1C (centres undefined) | 0.4% | -1.4% | -2.2% | -1.5%
O=C1c2cccc(NCCCNCCO)c2C(=O)c2cccc(NCCCNCCO)c21 | -14.0% | 4.9% | -0.1% | -2.3%
Cc1ccccc1N=Nc1c(O)[nH]c2ccccc12 | -1.3% | -3.8% | 6.3% | 1.5%

A portion of the library (hit frequency here may not be typical).
